# Measles CPE = protection of cells from measles virus; Measles virus-infected cells, CPE protection, absorbance; actives 1.5% (n = 140,000); protection (pct of control), % at 4 µM; AID 841; in the data active = protection mostly above about 24%, no sharp cut-off; inactive = mostly below about 26%; also: some compounds called inactive have numbers as strong as hits
# Yeast life ext = yeast lifespan extension; actives 0.68% (n = 130,000); inhibition of the nicotinamide effect, % at 10 µM; S. cerevisiae growth with nicotinamide, OD615; deaD strain in restrictive glucose medium;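 active = inhibition above a set limit, placed 3 SD over the median of all compounds, cut at about 26% in these data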;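 also: 0% = nicotinamide-treated wells and 100% = cells grown without nicotinamide; some compounds called inactive have numbers as strong as hits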
#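 Assay system: engineered S. cerevisiae DeaD replicative-lifespan strain, galactose-grown log-phase cells; medium: restrictive CSMM-D dextrose medium; also added: nicotinamide, 1.5 mM, co-present with compound; schedule: 48 h compound exposure at 30 °C, humidified; detection: absorbance at 615 nm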
# Phagocyt inh = blocks phagocytosis by macrophages; J774A.1 macrophage IgG-bead phagocytosis, imaging; actives 0.07% (n = 110,000); inhibition, % at 5 µM;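 active = inhibition above the mean of the plate negative controls plus 5 SD, cut at about 13% in these data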;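 also: phagocytic index as fraction of beads internalized from green versus red external bead signal; plate controls were DMSO negative control for no effect and cytochalasin-D positive control for full effect; some results beyond the cut were filed as inactive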
# MRP-1 activ = MRP-1 activation. H69AR cells + doxorubicin, viability rescue, CellTiter-Glo. viability increase, % at 10 µM. actives 0.61% (n = 140,000). AID 799;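 active = viability gain under doxorubicin at or above a set limit, the compound median plus 3 SD, cut at about 4.7% in these data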;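 also: MRP-1 overexpressing cells given doxorubicin 25 µM after compound pretreatment; 18-22 h compound pretreatment then 72 h with doxorubicin before readout; 0% = doxorubicin-only wells and 100% = vehicle-treated cells without doxorubicin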
# NPY-Y2 antag = antagonists of human neuropeptide Y receptor Y2; P49146; NPY-Y2 expressing cells, antagonist mode; inhibition, % at 2.7 µM; actives 0.99% (n = 140,000); AID 793; in the data active = inhibition above about 17%;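 also: 0% = vehicle with agonist challenge and 100% = reference antagonist with challenge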
# Target sequence (P49146 whole entry, looked up): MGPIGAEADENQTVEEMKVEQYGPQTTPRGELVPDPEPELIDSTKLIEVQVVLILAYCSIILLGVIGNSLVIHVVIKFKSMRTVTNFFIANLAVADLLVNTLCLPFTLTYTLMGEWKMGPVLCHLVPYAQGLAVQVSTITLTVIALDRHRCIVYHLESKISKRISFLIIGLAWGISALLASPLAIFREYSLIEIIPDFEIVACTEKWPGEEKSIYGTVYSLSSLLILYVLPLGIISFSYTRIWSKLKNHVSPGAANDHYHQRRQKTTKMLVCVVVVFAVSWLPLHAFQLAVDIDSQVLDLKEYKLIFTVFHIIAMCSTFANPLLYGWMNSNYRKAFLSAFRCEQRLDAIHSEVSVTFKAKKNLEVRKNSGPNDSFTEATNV
# PTEN del growth = PTEN-deleted cell growth suppression; HCT116 PTEN-null viability, CellTiter-Glo, 60 h; active compounds read low; viability, % at 10 µM; actives 1.2% (n = 140,000); AID 827;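 active = viability at or below a set limit, 4 SD under the median of all tested compounds, cut at about 3.7% in these data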;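 also: PTEN knockout HCT116 line with beta catenin targeted HCT116 as companion control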
# Yeast growth inh = yeast BB579 growth reduction in restrictive medium; S. cerevisiae BB579 growth, OD615, 48 h; inhibition, % at 10 µM; actives 0.51% (n = 140,000);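 active = inhibition above a set limit, 3 SD over the mean compound inhibition, cut at about 44% in these data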; also: inactives centre near -24
#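 System: DeaD yeast strain BB579; buffer or medium: CSMM-D dextrose restrictive medium; technique: OD at 615 nm; schedule: 4 h cell preincubation, 48 h compound exposure, 30 °C humidified; doses: single 10 µM dose; controls: amphotericin B 10 µg/mL, positive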
# GALR2 antag = GALR2 (human) receptor antagonism; O43603; GALR2-expressing cells, antagonist mode; inhibition, % at 4 µM; actives 0.39% (n = 140,000); in the data active = inhibition above about 27%;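 also: cells stimulated with galanin 1-16 at roughly its EC80; 0% = agonist challenge control and 100% = basal control without agonist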
# Target sequence (O43603 whole entry, looked up): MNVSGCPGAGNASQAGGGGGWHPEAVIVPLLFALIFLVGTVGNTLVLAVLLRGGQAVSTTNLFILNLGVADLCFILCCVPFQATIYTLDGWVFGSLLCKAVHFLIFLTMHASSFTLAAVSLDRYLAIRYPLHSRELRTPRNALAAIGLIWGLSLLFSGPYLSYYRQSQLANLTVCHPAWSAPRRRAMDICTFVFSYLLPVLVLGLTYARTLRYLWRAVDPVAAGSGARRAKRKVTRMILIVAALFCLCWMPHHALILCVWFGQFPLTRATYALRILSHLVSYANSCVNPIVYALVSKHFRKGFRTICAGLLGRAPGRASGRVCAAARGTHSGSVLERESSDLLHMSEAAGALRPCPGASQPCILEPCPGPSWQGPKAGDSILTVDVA
# HCT116 bCat-KO = beta-catenin-lacking colon tumor cell growth suppression; HCT116 beta-catenin knockout viability, CellTiter-Glo, 60 h; active compounds read low; viability, % at 10 µM; actives 1.5% (n = 140,000); AID 818;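 active = viability at or under a set limit, the compound median less 4 SD, cut at about 6% in these data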;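 also: 0% = Hyamine 1622 control at 20 µM and 100% = untreated cell control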
# E-sel TNF inh = TNF alpha driven E-selectin expression inhibition. AID 1246. HUVEC TNFa-induced E-selectin immunofluorescence, high content. inhibition, % at 2 µM. actives 0.71% (n = 120,000);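 active = inhibition above the batch mean plus 3 SD, and confirmed as a hit on visual image review, cut at about 43% in these data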;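 also: 0% = TNF-stimulated DMSO wells and 100% = unstimulated control wells; not every result past the cut was called active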
# Starred values were filed as active, the others as inactive; . = not tested or not shown.
SMILES,Measles CPE,Yeast life ext,Phagocyt inh,MRP-1 activ,NPY-Y2 antag,PTEN del growth,Yeast growth inh,GALR2 antag,HCT116 bCat-KO,E-sel TNF inh
Cc1cc(C)nc(NCC(O)COc2ccccc2C)n1 (stereo unspecified),23,8,-1,-0.3,0,110,-38,2,105,29
CCC1(CC)C(=O)C(C)(C)C(=O)OC1c1ccccn1 (stereo unspecified),2,-9,-5,-1.1,3,94,-11,0,95,-6
CCOc1ccc(Br)cc1-c1noc(-c2cccs2)n1,22,-19,-4,-2.3,1,73,-33,4,88,3
CCOC(=O)c1cc(-c2ccc(C)o2)nn1CCC#N,26,-3,1,-0.2,1,112,-20,1,104,-4
O=C(CSc1ncnc2c1nnn2-c1ccc(F)cc1)NCc1ccco1,24,.,.,-2.8,7,91,-29,-2,86,-13
CN(C)CCCCCNCCCNC(=O)/C=N\O,9,-13,.,-0.7,4,100,-44,10,102,1
COc1ccc(NC(=O)CCSc2ccc3ccccc3n2)cc1,4,3,.,-0.4,6,100,-39,2,99,.
Cc1c(C(=S)Nc2ccccc2)cnn1-c1ccc([N+](=O)[O-])cc1,6,-3,-5,-1.5,16,66,-40,4,72,.
CC(=O)Nc1ccc(NC(=O)CSc2ccccn2)cc1,22,-1,7,-2.1,2,97,-30,-9,95,.
COc1ccc([N+](=O)[O-])cc1NC(=O)c1cn(-c2ccc(Cl)cc2)c(=O)c2ccccc12,25,-5,-2,-0.5,0,82,-23,0,80,-4
CCC(C(=O)Nc1nc(C)cs1)c1ccccc1 (stereo unspecified),3,12,-2,-1.3,3,66,-33,-10,60,-18
CCOCCCNC(=O)/C(C#N)=C/c1ccc(-c2ccc(S(=O)(=O)N3CCOCC3)cc2)o1,4,0,-3,-3.0,2,75,-27,6,72,.
CCOc1cc2c(cc1OCC)C(C(=O)O)C(c1ccc(OC)c(O)c1)N(C)C2=O (stereo unspecified),27,-8,-1,-1.9,-1,90,4,12,90,.
Cc1cc2cc(CN(CC3CCCO3)C(=O)c3cnccn3)c(=O)[nH]c2cc1C (stereo unspecified),6,-17,0,-1.0,4,106,-29,-9,98,5
O=C(CN1CCN(c2ccccn2)CC1)N1c2ccccc2CCc2ccccc21,34,3,.,-3.5,8,88,-4,8,87,-1
CCCCOc1ccccc1C1NC(=O)NC(C)=C1C(=O)OCCOCC (stereo unspecified),12,-11,-1,-3.5,3,98,-38,6,99,-19
COc1ccc2cc(-c3cc(C(=O)OCC(=O)Nc4c(C)n(C)n(-c5ccccc5)c4=O)c4ccccc4n3)ccc2c1,14,-1,-10,-0.3,3,81,-64,-5,80,2
OC(COc1ccc2c(c1)CCC2)CN1CCN(c2ccccc2F)CC1 (stereo unspecified),17,-4,-1,-1.2,10,90,-23,-6,95,3
CC1(C)Oc2ccc3ccc(=O)oc3c2/C(=C/NCCO)C1=O,18,-2,1,-3.3,0,86,-13,-7,89,.
COc1ccc(Nc2nc(OC)nc(N3CCN(c4ccc(OC)cc4)CC3)n2)cc1,2,4,-4,-1.8,1,84,-35,-5,89,-4
C/C(=N\N=c1/scc(C)n1Cc1ccco1)c1cccc([N+](=O)[O-])c1,1,0,.,4.0,6,75,-54,-3,80,.
O=S(=O)(N[C@@H]1C[C@H]2CC[C@@H]1C2)c1cccs1,8,-1,-1,-0.8,-1,93,6,-7,97,.
O=C(COC(=O)c1cc(-c2cccs2)nn1-c1ccccc1)Nc1cccc([N+](=O)[O-])c1,20,1,-5,0.5,7,99,-28,0,87,.
O=C(N[C@@H](Cc1ccccc1)C(=O)O)c1cccnc1,8,-12,0,-0.9,-2,107,-54,7,96,.
Cc1ccc(N2C(=O)/C(=C\c3ccc(C(C)C)cc3)N=C2SC2CCOC2=O)cc1 (stereo unspecified),28,5,-7,-0.9,1,84,-30,-20,87,7
CSc1ccc(NC(=O)N2CC=C(n3c(=O)[nH]c4ccccc43)CC2)cc1,4,2,1,-0.1,-1,29,-25,5,38,-16
Cc1cc([N+](=O)[O-])nn1CC(=O)N1c2ccccc2CC1C (stereo unspecified),12,3,-6,-1.4,0,95,-1,-9,96,16
COc1c(C(=O)Nc2ccc(Cc3ccncc3)cc2)ccc2ccccc12,10,-4,.,-1.4,10,37,-10,-9,24,14
O=c1c2ccccc2nc(/C=C/c2ccccc2)n1CCc1ccccc1,14,7,-3,-1.8,13,57,-44,-5,56,-1
O=C(N/N=C/c1ccc(OC(=O)c2cccs2)cc1)c1cccc(F)c1,14,-11,0,-1.2,-1,77,-13,7,88,2
O=C(Nc1ccc2c(c1)ncn2C1CCCCC1)c1ccco1,3,14,0,-0.8,3,115,-52,11,107,.
CCC/C(O)=C1\C(=O)CC(c2ccccc2)CC1=NCCc1c(C)[nH]c2ccc(C)cc12 (stereo unspecified),3,-1,.,-2.6,9,71,-20,-11,77,-23
Cc1ccc(C(=O)CCC(=O)Nc2cccnc2)cc1C,1,-27,0,-0.1,4,103,-7,4,101,11
O=C(N=Nc1c(O)[nH]c2ccccc12)c1ccccc1NS(=O)(=O)c1cccs1,8,-8,-1,-0.4,-1,97,-6,2,93,-18
CCOc1ccc(C(C)=O)cc1Cc1c(O)nc(N)[nH]c1=O,9,-3,.,-1.2,3,93,-20,-2,92,3
COc1cccc(/C(C)=N/Nc2ncc(Cl)cc2Cl)c1,6,-4,0,-1.0,2,83,-38,11,86,.
CC(=O)c1cc(-c2ccccc2)n(CC(=O)Nc2cccc(C)c2C)c1C,9,-4,-4,-2.7,10,50,-23,2,57,.
CN(C)c1ccc(-n2cccc2/C=C2/SC(=Nc3ccc(F)cc3)NC2=O)cc1,22,-1,2,-4.7,-2,57,-16,-2,52,-45
O=C1CN(S(=O)(=O)c2ccccc2)CCN1S(=O)(=O)c1ccccc1,14,1,-4,0.5,0,108,-33,-3,95,.
O=c1c2ccccc2n2c(-c3ccc(F)cc3)nnc2n1Cc1ccccc1,5,2,-1,-3.0,3,79,-36,6,87,.

# By substructure: those above containing a Cl atom
SMILES,Measles CPE,Yeast life ext,Phagocyt inh,MRP-1 activ,NPY-Y2 antag,PTEN del growth,Yeast growth inh,GALR2 antag,HCT116 bCat-KO,E-sel TNF inh
COc1ccc([N+](=O)[O-])cc1NC(=O)c1cn(-c2ccc(Cl)cc2)c(=O)c2ccccc12,25,-5,-2,-0.5,0,82,-23,0,80,-4
COc1cccc(/C(C)=N/Nc2ncc(Cl)cc2Cl)c1,6,-4,0,-1.0,2,83,-38,11,86,.

# Further structures
SMILES,Measles CPE,Yeast life ext,Phagocyt inh,MRP-1 activ,NPY-Y2 antag,PTEN del growth,Yeast growth inh,GALR2 antag,HCT116 bCat-KO,E-sel TNF inh
O=C(O)c1cccc(S(=O)(=O)Nc2ccc(O)cc2Sc2nc3ccccc3s2)c1,20,-1,2,0.2,3,94,0,11,92,-20
Cc1ccc(NC(=O)CN(c2cc(C)cc(C)c2)S(=O)(=O)c2c(C)noc2C)nc1,10,-1,0,-2.2,15,65,5,-14,67,.
Cc1ccc(N2CC(C(=O)Nc3cccnc3)CC2=O)cc1 (stereo unspecified),4,-14,0,-1.7,-1,105,-4,7,91,.
c1ccc(-c2nc3ccccc3nc2N2CCOCC2)cc1,2,-24,0,-1.2,3,89,-53,1,89,36
Cn1nc(C(C)(C)C)c([N+](=O)[O-])c1C(=O)NC(C)(C)C,8,1,-5,-0.9,2,96,-16,-1,89,-4
CN1C(=O)CC(C(=O)O)SC1=Nc1cccc(C(F)(F)F)c1 (stereo unspecified),12,-8,.,-0.7,1,101,2,7,95,-22
COc1ccc2c(c1)CCCC21NC(=O)N(CC(N)=O)C1=O (stereo unspecified),9,-9,.,-0.4,0,96,-41,6,90,.
CCCCCn1c(CCNC(=O)CCC)nc2ccccc21,19,-8,0,-3.2,1,90,0,3,103,.
CN(C)S(=O)(=O)c1cccc(NC(=O)c2cc(-c3cccs3)nc3ccccc23)c1,4,6,-4,-1.1,12,70,-33,24,70,.
CCOc1ccc(N(C(=O)Nc2ccccc2)C2=NCCC2)cc1,7,-3,-2,-0.1,2,80,-51,-10,95,26
COc1ccccc1NC(=O)/C(C#N)=C/c1c(C)nn(-c2ccc(F)cc2)c1Cl,0,-4,-5,-3.1,2,88,-25,9,86,23
Cc1cc(NC(=O)c2cc3n(n2)C(C(F)(F)F)CC(c2ccco2)N3)n(-c2ccccc2)n1 (stereo unspecified),7,-15,0,-1.6,-2,69,-50,12,79,8
CCOc1cc(/C=N/NC(=S)Nc2ccccc2C(F)(F)F)ccc1OCC(=O)N1CCOCC1,4,-1,1,-1.3,2,94,-15,3,95,1
O=C(Nc1ccccn1)c1ccco1,26,-25,4,-1.4,1,89,-37,-5,100,-5
CCn1c(SCC(=O)N2CCCc3ccccc32)nnc1-c1cccs1,2,-8,-1,-0.9,1,97,-8,-1,91,3
CCOC(=O)N1CCN(C(=O)c2ccc3c(=O)n(CCc4ccccc4)c(=O)[nH]c3c2)CC1,8,-6,0,-1.1,4,103,-45,1,95,1
NNC(=O)[C@H]1C[C@@H]1c1ccccc1,20,-1,-13,0.2,5,93,-16,8,97,.
COc1ccc(/C(N)=N/OC(=O)Cc2cccs2)cc1,5,-8,.,1.4,1,98,-12,7,100,-4
Clc1cc(Cl)c2nc(N3CCCCC3)sc2c1,10,-17,.,-1.7,1,78,-50,3,87,.
Cc1cc(NC(=O)CCN2C(=O)C3C4C=CC(C4)C3C2=O)c2ccccc2n1 (stereo unspecified),45*,-10,.,-2.1,2,78,-25,3,85,5
COc1ccc(OC)c2sc(NC(=O)c3ccc(S(=O)(=O)N4CCOCC4)cc3)nc12,4,1,1,0.7,5,99,-9,-2,94,.
Cc1ccc(-c2noc(CN(C(=O)c3cccs3)C(C)C)n2)cc1,5,-8,-1,0.7,7,92,-7,-2,95,6
CCOP(=O)(OCC)C(Nc1ccccn1)c1ccc(F)cc1 (stereo unspecified),11,2,-2,3.5,1,104,-22,-6,93,19
CCn1c(C(O)c2cccc(OC)c2OC)nc2ccccc21 (stereo unspecified),11,-11,-1,-0.5,3,91,12,9,84,-9
Cc1ccc(N=C2SC(C(=O)Nc3ccc(OC(F)(F)F)cc3)C(N)=C2C(=O)Nc2c(C)cc(C)cc2C)cc1 (stereo unspecified),8,5,1,-5.5,-2,17,-30,-5,42,-3
Cc1c(NC(=O)CC(=O)Nc2c(C)n(C)n(-c3ccccc3)c2=O)c(=O)n(-c2ccccc2)n1C,6,-4,2,0.6,-1,95,-28,-5,97,.
O=C(CCc1ccc(S(=O)(=O)NC2CCCCC2)cc1)NCc1ccccc1,5,-5,-1,-0.2,5,97,-49,-3,100,5
Clc1cccc(Cl)c1CSc1nnc(-c2sccc2-n2cccc2)o1,29,-9,.,-2.5,2,85,-19,-8,87,-24

# Assay outcomes: PubChem, several laboratories
